From PubChem
TRAIL sens C8: sensitizes caspase-8 expressing cells to TRAIL | 360,000 compounds, 1% hits | NB7+C8 cells + TRAIL, ATPlite viability luminescence | inhibition (viability loss, TRAIL sensitization), % at 10 µM;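 active means compounds causing at least 50% loss of cell viability in the single-dose screen, relative to plate controls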
Shn3 3UTR inh: reduces Shn3 3'UTR luciferase signal in osteoblasts. Clone20 osteoblast Shn3 3'UTR firefly luciferase, 24 h. inhibition, % at 12.5 µM. 360,000 compounds, 0.52% hits;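 active means mean inhibition of at least 75% with every replicate also reaching 75%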;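 further: 0% = median of neutral control wells and 100% = pilot-screen positive control compound; some compounds past the cut are filed as inactive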
MITF TRPM1 inh: MITF TRPM1 promoter inhibition in SK-MEL-5 cells; SK-MEL-5 TRPM1 promoter luciferase, 24 h; inhibition, % at 12.5 µM; 330,000 compounds, 0.83% hits; AID 488899;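 active means mean inhibition across replicates of 60% or more, whatever share of single replicates reaches that level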; further: values of inactives mirror those of a sister screen read the other way
KKLEB cytotox: counter-screen for CF NF-kB inhibitors: cytotoxicity | KKLEB CF airway cells viability, ATPlite luminescence, overnight; active compounds read low; cells stimulated with P. aeruginosa culture filtrate | activity change (cytotoxicity), % at 5 µM | 360,000 compounds, 0.36% hits | AID 602141;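 active means corrected activity change at or below -50% at 5 µM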
NR2E3 ag-1: activates human NR2E3 receptor. Q9Y5X4. CHO-S Gal4-NCOR/VP16-NR2E3 two-hybrid, luciferase. inhibition of corepressor binding, % at 3.98 µM. 360,000 compounds, 0.35% hits. AID 602229;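 active means inhibition above the mean of all tested compounds plus 3 SD, cut at about 70% in these data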;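 further: 0% = DMSO with NR2E3 transfected cells and 100% = cells lacking NR2E3 construct; higher means lower luciferase signal from less NR2E3 corepressor binding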
Target sequence (Q9Y5X4 whole entry, looked up, the tested form may be a part): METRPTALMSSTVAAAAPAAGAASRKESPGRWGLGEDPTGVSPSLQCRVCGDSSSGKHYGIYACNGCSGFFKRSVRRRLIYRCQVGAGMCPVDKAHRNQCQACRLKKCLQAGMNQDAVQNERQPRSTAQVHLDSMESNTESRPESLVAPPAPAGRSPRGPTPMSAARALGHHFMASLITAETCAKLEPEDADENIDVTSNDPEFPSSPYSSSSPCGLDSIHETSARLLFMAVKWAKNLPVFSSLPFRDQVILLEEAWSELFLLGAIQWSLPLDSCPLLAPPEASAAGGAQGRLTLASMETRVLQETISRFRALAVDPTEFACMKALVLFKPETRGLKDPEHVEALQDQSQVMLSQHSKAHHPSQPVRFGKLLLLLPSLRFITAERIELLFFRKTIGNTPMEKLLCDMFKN
NR2E3 ag-2: agonists of human nuclear receptor NR2E3. 320,000 compounds, 0.12% hits. GST-NR2E3/biotin-RetCOR TR-FRET, 1536-well. inhibition of corepressor binding, % at 4.78 µM. AID 2300;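 active means percent inhibition above the cutoff of mean plus 3 SD of all tested compounds, set per screening campaign, cut at about 20% in these data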;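 further: 0% = DMSO wells and 100% = biotin wells as full block of FRET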
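Material: NR2E3–RetCOR corepressor complex | Quantity: 1.35 nM GST-tagged NR2E3 final | Schedule: 5 h at 4 °C | Replication: Singlicate compound wells | Reagent: RetCOR corepressor, biotinylated, 7 nM | Controls: Biotin wells as high control, 0.6% DMSO wells as low control | Signal: TR-FRET, Eu(K)-anti-GST donor, streptavidin-D2 acceptor, ex 340, em 617/671 nm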
HIF-2a inh: inhibitors of HIF-2a | 786-0 RCC cells HIF-2a reporter, luciferase luminescence, overnight | inhibition, % at 18.8 µM | 360,000 compounds, 0.72% hits | AID 624352;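 active means inhibition of the luminescence signal of 40% or more relative to plate controls, in a single-dose primary screen at 18.75 µM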
EBV LMP1 NFkB: inhibitors of Epstein-Barr LMP1-induced NF-kappaB reporter. LMP1-induced NF-kappaB luciferase reporter cells, luminescence. inhibition, % at 12.5 µM. 350,000 compounds, 0.69% hits; in the data active means inhibition above about 41%;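 further: 0% = neutral control wells and 100% = reference inhibitor control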
CF NFkB inh: inhibitors of cystic fibrosis induced NF-kB. KKLEB NF-kB-GFP reporter, PAF-induced, GFP fluorescence overnight. 360,000 compounds, 0.86% hits. inhibition, % at 5 µM. AID 588850;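 active means at least 50% inhibition at 5 µM, scaled per plate between neutral and stimulator controls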;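 further: PAF is a Pseudomonas aeruginosa culture filtrate used as stimulus; plate controls were PAF-stimulated DMSO wells for no effect and unstimulated DMSO wells for full effect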
Peg3 prom inh: reduces Peg3 promoter-driven luciferase expression in HeLa | 360,000 compounds, 1.7% hits | inhibition, % at 20 µM | HeLa PEG-Prom luciferase reporter, luminescence, overnight;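 active means inhibition of at least 50% at 20 µM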
hiPSC survival: increases survival of single human iPS cells; hiPSC single-cell survival, ATPlite luminescence; 100% = ROCK inhibitor wells, 0% = DMSO; AID 602274; 360,000 compounds, 0.044% hits; survival enhancement, % at 20 µM; in the data active means survival enhancement above about 18%;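 further: cells exposed to compounds for 16 hours before the ATP read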
Numbers without * were called inactive; x = not tested or not shown. Only part of the results is shown. The share of hits here may be higher or lower than overall.

SMILES	TRAIL sens C8	Shn3 3UTR inh	MITF TRPM1 inh	KKLEB cytotox	NR2E3 ag-1	NR2E3 ag-2	HIF-2a inh	EBV LMP1 NFkB	CF NFkB inh	Peg3 prom inh	hiPSC survival
CCCCn1c(=O)c(C(=O)Nc2ccccc2Cl)c(O)c2ccccc21	-1	-19	4	-2	-35	-1	-12	11	-17	-3	-0.5
COc1ccc(-c2[nH]ncc2CNC(C)Cc2cccc(C)n2)cc1F (stereo unspecified)	-1	-3	-78	1	-17	-2	-246	-23	-10	-183	-0.4
O=C(CN1CCCCC1)c1ccc2c(c1)OCO2	0	-31	-13	2	-18	-3	-17	5	-1	-6	-0.4
CC(C)NC(C)C(=O)c1ccc2ccccc2c1 (stereo unspecified)	3	5	5	11	5	-2	2	12	-12	3	0.5
Cc1cc(OCC(=O)NCC2CCC(C(=O)O)CC2)c2c3c(c(=O)oc2c1)CCC3 (stereo unspecified)	-4	12	-11	-5	-29	0	9	-4	23	-4	-3.3
CC(=O)N1CCC2(CC1)CC(=O)c1cc(OCC(=O)N3CCN(C)CC3)ccc1O2	-3	10	8	4	22	2	5	8	3	19	-1.1
COc1ccc(-n2c(/C=C3\C(=O)Nc4ccccc43)nc3ccccc3c2=O)cc1	-6	3	3	1	-5	2	14	6	-14	4	0.6
CC(=O)N1CCCSC1=Nc1ccccc1	-11	-8	1	9	-7	-1	20	1	4	13	-0.9
CCCCCCn1c(=O)c(C(=O)Nc2cccc(C)n2)c(O)c2ccccc21	1	-5	1	-16	-25	0	8	7	8	24	0.1
O=C1N=c2ccccc2=C/C1=C\c1c(O)[nH]c(=S)[nH]c1=O	-4	-5	-12	4	-2	0	9	0	-1	9	-0.4
C/C(CC(c1ccccc1)c1c(O)c2ccccc2oc1=O)=N\Nc1ccc([N+](=O)[O-])cc1[N+](=O)[O-] (stereo unspecified)	13	x	9	-10	-30	3	11	11	6	17	-0.5
COc1c(C)cc(C(=O)C2CCCN(C3CCOCC3)C2)cc1C (stereo unspecified)	-8	-24	9	-1	39	0	11	-19	-39	10	2.5
C=CCn1c(O)c(C(CC)=NCCCO)c(=O)[nH]c1=O	-11	-9	-8	7	8	0	11	3	-18	-1	6.1
CCOC(=O)c1c(C)n(Cc2ccccc2)c2ccc(OCC(O)CN3C(=O)CNC3=O)cc12 (stereo unspecified)	14	-31	6	-4	-3	1	11	-13	6	7	0.6
O=c1c2ccccc2nc(CN2CCCCCC2)n1-c1ccc(F)cc1	16	11	-1	4	-12	4	-16	3	-27	-14	-2.5
C[C@@H]1CN([C@H](C)CO)C(=O)CCCn2nncc2CO[C@@H]1CN(C)C(=O)Oc1cccc2ccccc12	-10	-5	x	11	-2	x	-12	5	-3	5	2.3
CCC(c1nnnn1-c1ccc2c(c1)OCCO2)N1CCC2(CC1)C(=O)NCN2c1ccccc1 (stereo unspecified)	-4	-9	x	-41	-9	x	9	x	14	12	2.8
CCC(=NCc1cc(OC)cc(OC)c1)c1c(O)n(C)c(=O)n(C)c1=O	10	52	10	-2	6	-2	16	24	-21	23	-2.1
C=CCN1C(=O)NC(=O)/C(=C/c2cc3c4c(c2)CCCN4CCC3)C1=O	4	-12	-7	4	-38	4	8	-8	1	4	0.1
CCN1CCOC(c2ccccc2)C1 (stereo unspecified)	4	9	4	4	1	x	14	0	20	7	1.5
CCCCP(=O)(O)c1ccccc1	8	-6	6	1	-14	-1	2	-3	2	7	2.8
O=C(C1CC(=O)N(C2CCCCC2)C1)N1CCC2(CC1)OCCO2 (stereo unspecified)	-13	9	-1	6	-2	-2	-21	-6	-10	-19	3.0
CC1(C)CC(CCNCc2ccc3c(c2)OCO3)(Cc2ccccc2)CCO1 (stereo unspecified)	2	32	-12	-15	11	-1	9	8	27	-7	2.4
Cc1ccc(N2C(=O)NC(=O)/C(=C\c3cc(C)n(-c4cc(C(=O)O)cc(C(=O)O)c4)c3C)C2=O)cc1	0	-10	-12	8	-4	6	16	-8	-1	-17	0.9
Cc1cc(C)[n+](CCCC[n+]2c(C)cc(C)cc2C)c(C)c1	-10	4	2	7	-2	1	13	-2	-4	-6	-1.8

(continued)
SMILES	TRAIL sens C8	Shn3 3UTR inh	MITF TRPM1 inh	KKLEB cytotox	NR2E3 ag-1	NR2E3 ag-2	HIF-2a inh	EBV LMP1 NFkB	CF NFkB inh	Peg3 prom inh	hiPSC survival
CCOC(=O)c1c(/N=C/C2C(=O)NC(=S)NC2=O)sc2c1CCC2	-4	-6	5	-5	-8	0	15	6	-7	3	0.8
O=c1[nH]c(=O)n(Cc2ccc(F)cc2)c(O)c1C=NCCCn1ccnc1	21	-3	11	12	-4	-2	25	-3	-31	15	-1.9
CC(C)c1ccc(N=Cc2c(O)n(C3CC3)c(=S)[nH]c2=O)cc1	7	-22	-7	-10	-20	4	-8	-6	8	6	0.5
CCC(C)n1c(O)c(/C=N/Nc2ccccc2)c(=O)[nH]c1=S (stereo unspecified)	8	4	0	5	18	-1	-17	-9	7	14	0.2
CN1CCC(N(C)c2nc(-c3ccccc3)nc3ccccc23)CC1	2	-2	-12	-15	28	6	-12	-2	14	5	-1.5
Cn1c(O)c(C(=NCCc2c[nH]c3ccccc23)c2ccccc2)c(=O)n(C)c1=O	-7	0	-1	-16	11	4	18	4	20	1	2.1
c1ccc2oc(N3CCNCC3)nc2c1	8	-22	9	-5	-14	0	23	5	2	2	-1.2
Cc1cnc[nH]1	7	1	10	3	-19	1	6	-3	-13	-5	-0.6
O=C(Cc1ccccc1)OCn1nnc2ccccc2c1=O	-11	-1	4	16	-3	0	10	3	-13	-1	3.1
CC(C)n1cc(C(=O)N(CC(=O)NC2CCCC2)Cc2ccccc2)cn1	1	-9	-1	-2	-11	3	14	-1	-5	13	-1.3
CN1CCN(/N=C/c2c(O)n(Cc3ccc(F)cc3)c(=O)[nH]c2=O)CC1	-13	-8	-11	11	-16	-1	21	-19	2	5	-0.5
CCCCN1CCC(O)(c2ccccc2)C(C(=O)c2ccccc2)C1 (stereo unspecified)	1	8	3	-1	1	4	13	-10	13	5	-4.6
O=C(c1cc(-c2cccnc2)nc2ccc(Cl)cc12)N1CCC2(CC1)OCCO2	8	13	11	1	17	-1	-6	-10	-14	26	-2.3
CC(=O)Nc1cc(C(=O)N2CCC3(CC2)OCCO3)ccc1S(=O)(=O)c1ccc(Cl)cc1	-1	7	3	4	1	2	-12	5	4	1	1.3
C/C(=N\NC(=O)c1ccncc1)c1c(O)n(-c2ccccc2)c(=O)[nH]c1=O	-13	-14	x	7	4	1	15	x	-17	11	-0.5
Cc1ccc(OC(=O)N(C)C[C@@H]2OCc3cnnn3CCCC(=O)N([C@@H](C)CO)C[C@H]2C)cc1	-3	-3	x	-15	8	x	9	-3	7	-1	1.7
N#Cc1ccccc1Cn1cc(C(=O)c2ccccc2F)c2ccccc21	-6	23	-3	-9	-7	4	21	0	17	-44	-1.2
COc1ccc(-c2nn(CCC#N)cc2C(=O)NCc2ccccc2)cc1OC	-4	-2	3	-17	-18	2	18	5	3	-12	-0.4
CN1CCN2c3ccc(N)cc3CC3(C(=O)NC(=O)NC3=O)C2C1 (stereo unspecified)	-5	-11	x	9	-8	x	15	x	-14	-4	-0.4
O=c1[nH]c(O)c(C=NCCc2ccccc2)c(=O)[nH]1	5	14	0	-3	1	-3	-15	-18	3	-4	-0.5
Cc1ccc(N2C(=O)/C(=C/c3ccc(CN(CCC#N)S(C)(=O)=O)o3)C(=O)NC2=S)cc1	-4	0	1	10	-41	5	12	-1	-10	11	0.2
COc1ccc(C2C3C=CC(C3)C2C(=O)O)cc1 (stereo unspecified)	2	-85	x	-7	13	x	-3	2	-29	-5	-2.6
COc1ccc(C(=O)C23CN4CN(CN(C4)C2)C3)cc1	-10	4	-1	-6	-47	-4	16	5	10	12	0.0
CCn1c(O)c(C=Nc2ccc(S(N)(=O)=O)cc2)c(=O)[nH]c1=S	2	-20	6	-4	2	0	13	-7	6	1	0.9
Cn1cc(C(=O)NP(=O)(N2CCOCC2)N2CCOCC2)c2ccccc21	-7	12	-15	6	-40	2	17	8	1	-1	-0.2
COc1ccc(C=C2C(=O)NC(=S)NC2=O)cc1	-16	9	6	-10	11	x	6	-2	8	0	4.5
Fc1ccc(CNCCc2ccc3c(c2)OCO3)cc1	14	8	8	-13	3	1	13	-1	-2	11	0.6
CN1CCN(C(=O)Cc2nc3ccccc3[nH]2)CC1	1	-13	7	7	-31	3	-19	-7	4	-11	0.6

Reformatted with bars between the fields: entries from further up
SMILES | TRAIL sens C8 | Shn3 3UTR inh | MITF TRPM1 inh | KKLEB cytotox | NR2E3 ag-1 | NR2E3 ag-2 | HIF-2a inh | EBV LMP1 NFkB | CF NFkB inh | Peg3 prom inh | hiPSC survival
Cc1ccc(OC(=O)N(C)C[C@@H]2OCc3cnnn3CCCC(=O)N([C@@H](C)CO)C[C@H]2C)cc1 | -3 | -3 | x | -15 | 8 | x | 9 | -3 | 7 | -1 | 1.7
N#Cc1ccccc1Cn1cc(C(=O)c2ccccc2F)c2ccccc21 | -6 | 23 | -3 | -9 | -7 | 4 | 21 | 0 | 17 | -44 | -1.2
COc1ccc(-c2nn(CCC#N)cc2C(=O)NCc2ccccc2)cc1OC | -4 | -2 | 3 | -17 | -18 | 2 | 18 | 5 | 3 | -12 | -0.4
CN1CCN2c3ccc(N)cc3CC3(C(=O)NC(=O)NC3=O)C2C1 (stereo unspecified) | -5 | -11 | x | 9 | -8 | x | 15 | x | -14 | -4 | -0.4
O=c1[nH]c(O)c(C=NCCc2ccccc2)c(=O)[nH]1 | 5 | 14 | 0 | -3 | 1 | -3 | -15 | -18 | 3 | -4 | -0.5
Cc1ccc(N2C(=O)/C(=C/c3ccc(CN(CCC#N)S(C)(=O)=O)o3)C(=O)NC2=S)cc1 | -4 | 0 | 1 | 10 | -41 | 5 | 12 | -1 | -10 | 11 | 0.2
COc1ccc(C2C3C=CC(C3)C2C(=O)O)cc1 (stereo unspecified) | 2 | -85 | x | -7 | 13 | x | -3 | 2 | -29 | -5 | -2.6
COc1ccc(C(=O)C23CN4CN(CN(C4)C2)C3)cc1 | -10 | 4 | -1 | -6 | -47 | -4 | 16 | 5 | 10 | 12 | 0.0
CCn1c(O)c(C=Nc2ccc(S(N)(=O)=O)cc2)c(=O)[nH]c1=S | 2 | -20 | 6 | -4 | 2 | 0 | 13 | -7 | 6 | 1 | 0.9
Cn1cc(C(=O)NP(=O)(N2CCOCC2)N2CCOCC2)c2ccccc21 | -7 | 12 | -15 | 6 | -40 | 2 | 17 | 8 | 1 | -1 | -0.2
COc1ccc(C=C2C(=O)NC(=S)NC2=O)cc1 | -16 | 9 | 6 | -10 | 11 | x | 6 | -2 | 8 | 0 | 4.5
Fc1ccc(CNCCc2ccc3c(c2)OCO3)cc1 | 14 | 8 | 8 | -13 | 3 | 1 | 13 | -1 | -2 | 11 | 0.6
CN1CCN(C(=O)Cc2nc3ccccc3[nH]2)CC1 | 1 | -13 | 7 | 7 | -31 | 3 | -19 | -7 | 4 | -11 | 0.6
